From PubChem
SUMO Mot1 rescue: blocks SUMOylation pathway, rescuing yeast Mot1-301 growth; S. cerevisiae Mot1-301 growth rescue, ATP luminescence, 38.5C; percent above DMSO median, 100 means doubled; AID 2716; growth rescue, % at 18.8 µM; hit rate 1% among 320,000;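 active = every valid replicate shows activation above 250% relative to neutral control wells; inactive = the rest, any valid replicate at or below 250%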;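 note: OY570 slx delta 5 strain wells were the positive control but not used for scaling; some compounds called inactive have numbers as strong as hits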
PfHsp90 set2: inhibits growth of yeast expressing Plasmodium falciparum Hsp90. S. cerevisiae expressing PfHsp90, BacTiter-Glo ATP, 48 h; yeast lacking PDR1 and PDR3 efflux regulators. AID 504621. inhibition, % at 9.4 µM. hit rate 0.32% among 310,000;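 active = every replicate shows inhibition above about 80%, whatever the replicate mean, limit read from the data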;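 note: 0% = DMSO neutral controls and 100% = 20 µM radicicol positive controls; yeast relying on Plasmodium falciparum Hsp90 in place of its own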
phage Ecoli inh: E. coli growth loss with phage present | growth absorbance | inhibition, % at 11.9 µM | hit rate 0.26% among 360,000 | AID 651602; in the data active = inhibition above about 11%
PKA-R1A act: PKA-R1A complex activation. P00514+P68181. PKA-R1A dissociation, Cy5-IP20 fluorescence polarization; scaled: DMSO 0%, 113 µM cGMP 100%. activation, % at 11.4 µM. hit rate 0.083% among 340,000. AID 504707;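 active = percent activation above the mean of all tested compounds plus 3 SD, cut at about 19% in these data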;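 note: higher means more PKAc released from R1A so a rise in polarization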
E coli growth: reduces bacterial viability in AddAB counter-screen; E. coli V3065 growth, OD600 absorbance, 18 h; inhibition, % at 11.9 µM; hit rate 0.27% among 330,000; AID 449728;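 active = inhibition above the campaign's mean inhibition across all tested compounds plus 3 SD, cut at about 9.9% in these data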;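 note: uninfected addAB+ strain grown without phage in ampicillin broth; 0% = DMSO wells and 100% = ciprofloxacin 0.95 µg/ml wells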
Tat export inh: blocks Tat-dependent protein export in E. coli. hit rate 0.036% among 340,000. inhibition, % at 10 µM. E. coli MC4100 TorA-mCherry Tat export, fluorescence;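 active = mean replicate inhibition at least 50% and at least half of replicates individually reaching 50%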;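 note: exported cargo escapes ClpAP degradation while cytoplasmic cargo is degraded and loses fluorescence; 0% = median of neutral control wells and 100% = median of NaSCN control wells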
AddAB inh: less growth of phage-infected E. coli with AddAB. hit rate 0.29% among 330,000. inhibition, % at 11.9 µM. E. coli expressing H. pylori AddAB, absorbance growth. AID 435030; in the data active = inhibition above about 12%;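 note: 0% = vehicle wells of infected cells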
OPRM1-OPRD1 ag: OPRM1-OPRD1 heterodimerization agonism. cells, luminescence. hit rate 0.3% among 340,000. P35372+P41143. activation, % at 9.3 µM. AID 504326; in the data active = activation above about 18%;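 note: 0% = vehicle-treated cells and 100% = reference agonist; values of inactives mirror those of a sister screen read the other way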
Arrestin-AP2 inh: inhibitors of human beta-arrestin and AP2 interaction; inhibition, % at 10 µM; FITC-arrestin peptide / GST-AP2 beads, flow cytometry; AP2 beta2 appendage carries R879A mutation; hit rate 0.31% among 340,000;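 active = inhibition above a set limit, near 3 SD of compounds lacking own fluorescence, cut at about 54% in these data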;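 note: plate controls were DMSO wells for no effect and 5 µM unlabelled arrestin peptide for full effect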
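Material – GST-tagged AP2 beta2-adaptin appendage (R879A) on 4 µm glutathione beads · Probe or stimulus – fluorescein-tagged arrestin peptide at 50 nM final · Timing – 12 min plus 1 h, RT · Detection – bead flow cytometry, FITC channel · Read-out basis – inhibition as reduced fluorescein signal on beads, percent · Medium – PBS plus Tween 20 (0.05%) and BSA (0.1%)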
OPRM1-OPRD1 inv: mu-delta opioid heterodimer inverse agonism; inhibition, % at 9.3 µM; P35372+P41143; AID 504357; cell-based MOR-DOR heterodimer luminescence; hit rate 0.21% among 340,000; in the data active = inhibition above about 22%, passing the limit was not always enough;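 note: 0% = cells with DMSO and 100% = wells without cells with DMSO; values of inactives mirror those of a sister screen read the other way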
Pemphigus Ab inh: blocks pemphigus antibody binding to human desmoglein-3; P32926; DSG3-coupled beads, scFv-anti-DSG3-GFP binding, flow cytometry; hits give low values; binding (percent of control), % at 10 µM; hit rate 0.48% among 310,000;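 active = binding more than 3 SD below its plate's average and above zero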;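 note: hits lower antibody fragment binding to DSG3; some compounds called inactive have numbers as strong as hits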
Target sequence (P32926 whole entry, looked up, the tested form may be a part): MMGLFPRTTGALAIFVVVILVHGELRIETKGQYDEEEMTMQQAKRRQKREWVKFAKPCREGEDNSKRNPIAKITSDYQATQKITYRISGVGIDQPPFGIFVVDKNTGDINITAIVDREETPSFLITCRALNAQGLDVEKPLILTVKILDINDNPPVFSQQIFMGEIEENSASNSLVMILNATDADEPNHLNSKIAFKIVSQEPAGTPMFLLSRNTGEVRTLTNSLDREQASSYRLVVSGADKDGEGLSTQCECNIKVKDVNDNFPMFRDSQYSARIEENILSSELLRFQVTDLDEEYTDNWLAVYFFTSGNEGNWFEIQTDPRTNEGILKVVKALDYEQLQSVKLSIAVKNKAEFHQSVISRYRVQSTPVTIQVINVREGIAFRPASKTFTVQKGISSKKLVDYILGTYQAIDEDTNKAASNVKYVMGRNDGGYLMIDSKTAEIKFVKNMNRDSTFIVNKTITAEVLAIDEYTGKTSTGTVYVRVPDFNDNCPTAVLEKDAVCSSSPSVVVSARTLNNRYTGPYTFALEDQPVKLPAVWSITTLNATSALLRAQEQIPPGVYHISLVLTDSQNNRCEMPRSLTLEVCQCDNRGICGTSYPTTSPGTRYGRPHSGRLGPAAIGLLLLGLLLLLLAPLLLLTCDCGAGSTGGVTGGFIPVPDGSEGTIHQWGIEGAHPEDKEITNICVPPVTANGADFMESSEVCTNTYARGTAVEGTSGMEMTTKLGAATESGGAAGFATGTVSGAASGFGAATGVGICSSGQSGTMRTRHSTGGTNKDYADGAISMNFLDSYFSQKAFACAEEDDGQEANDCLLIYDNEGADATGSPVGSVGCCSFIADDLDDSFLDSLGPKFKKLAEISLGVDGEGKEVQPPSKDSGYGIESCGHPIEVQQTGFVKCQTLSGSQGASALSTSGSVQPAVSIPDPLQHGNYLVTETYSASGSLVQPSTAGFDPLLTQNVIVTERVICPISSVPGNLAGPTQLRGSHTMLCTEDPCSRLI
* hit, by the source's call; / = not tested or not shown.

SMILES	SUMO Mot1 rescue	PfHsp90 set2	phage Ecoli inh	PKA-R1A act	E coli growth	Tat export inh	AddAB inh	OPRM1-OPRD1 ag	Arrestin-AP2 inh	OPRM1-OPRD1 inv	Pemphigus Ab inh
Cc1ccnc(Sc2ccc([N+](=O)[O-])cn2)n1	-3	4	3.9	7	-1.1	0	2.7	2.3	-6	-17	98
COc1ccnc(Oc2ccc(C)cc2C)c1C#N	-6	-7	0.3	-8	0.2	-6	2.6	1.3	8	-8	90
O=C(OCCN=C1NS(=O)(=O)c2ccccc21)c1cccc([N+](=O)[O-])c1	4	-7	-0.5	-6	-0.8	-5	3.9	-0.2	16	1	104
O=C(C[C@H]1C/C=C\CC[C@@H](Cc2ccc(F)cc2)C(=O)OC[C@H]2CCCN2C1=O)N[C@H](CO)Cc1ccccc1	/	-12	0.1	-7	-4.7	2	1.5	-3.8	30	18	105
CC1(C)Nc2ccccc2C(=O)N1c1ccccc1	330	8	1.3	4	-1.2	-2	4.6	-0.1	6	1	99
Cc1cc(-c2csc(NC(=O)c3cc4ccccc4o3)n2)c(C)n1C	-3	13	2.3	-2	-0.6	-5	1.6	-1.8	6	9	74
COc1ccc(-c2cc(C(=O)Nc3cc(OC)c(OC)c(OC)c3)no2)cc1	-6	-5	-0.6	0	-1.4	-3	0.2	-2.5	-21	11	105
Cc1ccc(NC(=O)c2cccc3c2C(=O)N(C2CCCCC2)C3)cc1	2	-9	0.2	4	0.7	-2	2.3	-0.8	23	5	/
Nc1ccc(Nc2ccccc2N)cc1	-23	-43	0.7	4	-3.2	-4	0.8	2.2	6	-12	90
O=C(c1ccccc1-c1nc(-c2ccc(Cl)cc2)no1)N1CCCC1	121	-4	1.8	-1	1.9	2	0.5	2.1	2	-13	89
O=C1CC(c2ccc(F)cc2)C(n2cncn2)C(O)=C1C1NCCc2ccccc21 (stereo unspecified)	2	-15	3.7	-1	-0.9	2	1.0	-1.4	-6	7	101
O=C1CCCCC1C(Nc1ccc(Br)cc1)c1ccccc1 (stereo unspecified)	36	-13	3.4	-2	0.3	-2	0.6	7.5	27	-39	/
CC1(C)OC(=O)C=C(CC2NS(=O)(=O)OC3CCCCC23)O1 (stereo unspecified)	506	-21	2.7	2	-0.5	-8	2.1	-2.4	25	14	102
CCOC(=O)c1cccc(NC(=S)N2CCN(c3ncc4c(=O)c(C(=O)O)cn(CC)c4n3)CC2)c1	47	8	4.7	0	5.7	9	6.6	-2.1	0	12	94
CCCSc1nnc(CN2CCOCC2)n1C	/	6	2.3	-10	-0.1	2	0.0	-0.6	-10	3	95
COC(=O)c1ccc(NC(=O)C(=O)N2CCN(C(=S)Nc3cccc(OC)c3)CC2)cc1	13	11	3.0	7	-0.2	10	2.3	1.5	7	-8	104
CCS(=O)(=O)c1ccc(O)c(NC(=O)Nc2ccc(C(C)(C)C)cc2)c1	-14	2	-0.4	-2	2.6	6	1.0	-2.5	9	13	102
COc1ccc(OC)c(S(=O)(=O)n2cnc3cc(C)c(C)cc32)c1	34	10	0.9	-4	1.0	-3	2.8	-0.5	23	3	108
COc1ccc(C)cc1S(=O)(=O)N(CC(=O)Nc1cccc([N+](=O)[O-])c1)c1cc(C)cc(C)c1	23	-24	2.8	-1	-2.2	12	0.5	-3.2	-44	18	97
COc1ccc(NC(=O)C(c2ccc(C)cc2)N(C)C(=O)Cc2cccs2)cc1 (stereo unspecified)	-2	-16	4.2	-6	1.7	-6	2.3	1.9	-4	-11	97
O=C(CNC(=O)C1CCCC1)Nc1ccccc1Br	0	-73	1.6	4	0.2	4	0.4	-3.0	-6	12	96
COc1ccc(C)cc1S(=O)(=O)N(CC(=O)N1CCCC1)c1ccc(C)cc1	-7	1	-0.2	1	0.8	1	1.9	-3.1	-8	16	102
CC1(C)CC(NS(=O)(=O)c2cccc3ccccc23)CC(C)(C)N1	5	4	2.0	-1	1.1	4	-2.5	-2.4	5	13	111
CCCCCCCCS(=O)c1sc2nc(C)cc(C)c2c1N (stereo unspecified)	5	-5	3.3	-2	0.2	4	0.0	1.6	-3	-9	103
NC(=O)c1cccnc1Oc1ccc(Cl)cc1Cl	-3	-5	3.3	6	-0.4	9	0.8	0.9	7	-5	/
CCc1ccc(NC(=O)CSc2nnc(Cc3cccn3C)n2-c2ccc(F)cc2)cc1	16	31	1.1	-9	-1.4	13	2.9	-0.2	0	1	115
C=CCn1c(SCCC)nc(O)cc1=O	-2	8	3.4	-3	3.0	2	1.9	1.8	-2	-11	102
CCOC(=O)N1CCN(C(=O)Cn2c(C)cc3ccccc3c2=O)CC1	319	-3	2.9	4	-0.7	-4	-0.3	-1.1	-1	6	106
CCCOC(=O)c1ccc(NC(=O)c2ccccc2OC)cc1	6	-8	3.1	-6	-0.2	10	2.3	0.1	2	-1	109
O=C(NCC(c1ccco1)N1CCc2ccccc21)c1ccccc1F (stereo unspecified)	13	1	3.5	-10	1.6	-3	1.3	-1.5	-1	8	95
COc1ccc(OCC(=O)Nc2ccc(S(=O)(=O)N3CCCCC3)cc2)cc1	-9	7	3.5	7	0.4	11	1.7	-1.2	19	6	104
CC(=O)Nc1ccc(NCN2C(=O)C3C4CCC(C4)C3C2=O)cc1 (stereo unspecified)	20	-50	-8.4	-2	1.2	-3	0.2	-2.1	-9	9	99
Cc1cc(Oc2ccc(-c3nnc(-c4ccccc4)o3)cc2[N+](=O)[O-])ccc1Cl	-10	-7	1.0	-4	-0.5	-3	3.1	-2.0	3	10	100
COC(=O)/C(=C\C=C\c1ccccc1)NC(=O)c1ccccc1	283	-4	1.6	0	2.6	1	3.6	-1.2	41	6	95
COc1ccc(CNC(=O)Cn2cc3c(n2)CCCCC3)cc1	-13	/	2.6	-12	0.5	-5	2.7	-2.8	4	15	109
C[C@@H]1CCC2[C@](C)(CO)[C@@H](O)CC[C@]2(C)[C@@]12CCC(CO)(CCO)O2 (stereo partly specified)	-13	15	0.2	-3	-0.7	-3	0.5	1.3	24	-6	98
Cc1nc(NC(=O)CN2CCN(c3ccccc3F)CC2)sc1C(=O)N(C)C	-12	4	-0.2	-3	-0.7	-6	4.5	-1.3	10	7	111
O=C(NCc1ccc(F)cc1)c1cnn2ccccc12	-11	-17	3.6	-26	-1.9	6	-0.5	-3.8	-1	19	96
Cn1c(SCC(=O)Nc2ccc3c(c2)OCCO3)nnc1-c1ccncc1	56	-7	-0.6	5	-0.1	-1	3.2	0.5	20	-4	117
COc1ccccc1C(=O)CC(=O)c1ccccc1	8	-3	2.8	0	1.7	4	1.8	3.7	16	-17	102
Cc1ccc2cc(CCNC(=O)c3ccc4c(c3)OCO4)c(=O)[nH]c2c1	2	7	3.1	9	3.2	-1	0.2	0.3	8	-2	97
CCOC(=O)c1ccc(-n2ccnc2)c(NC(=O)c2ccc(Cl)cc2)c1	21	-23	4.8	-3	0.3	-4	2.7	-1.4	-26	6	102
O=C(NCCN1CCOCC1)C(=O)NCC1OCCCN1S(=O)(=O)c1cc(F)ccc1F (stereo unspecified)	-5	19	0.2	-10	-1.8	5	1.4	-2.9	-12	20	100
Cc1cc(=O)n(CCc2ccccc2)c(O)c1C#N	/	-14	3.0	3	-1.2	0	0.8	0.3	0	-2	103
COc1ccc(Cc2nnc(Nc3ccc(Cl)cc3)[nH]c2=O)cc1	-5	14	2.9	8	1.6	2	-1.6	-1.3	4	6	96
Cc1cc2n(c(=O)c1C#N)CCCN2c1cccc(Cl)c1	-4	/	2.3	-3	3.1	12	4.4	0.5	-3	-2	109
Cc1cc(C)c2oc(C(=O)N(Cc3ccccc3)c3ccccn3)cc(=O)c2c1	-8	5	0.2	0	0.2	-10	-0.1	-2.2	7	11	104
Cc1ccnc(NC(=O)c2ccc(N3C(=O)CCC3=O)cc2)c1	258	8	0.6	5	-0.7	-9	0.6	-1.1	16	6	106
COc1cc(C(=O)NNC(=O)c2ccc(F)cc2)ccc1OCC(=O)N1CCOCC1	-9	/	0.3	3	0.7	4	2.6	-3.8	-4	15	103
CSc1nc2ccc(NC(=O)c3ccc(Cl)s3)cc2s1	-9	4	3.4	-3	1.6	1	0.1	6.6	-2	-39	84
The list continues:
SMILES	SUMO Mot1 rescue	PfHsp90 set2	phage Ecoli inh	PKA-R1A act	E coli growth	Tat export inh	AddAB inh	OPRM1-OPRD1 ag	Arrestin-AP2 inh	OPRM1-OPRD1 inv	Pemphigus Ab inh
CCOC(=O)c1c(C)[nH]c(C)c1S(=O)(=O)NCc1ccccc1C	8	23	2.4	-1	1.4	5	2.3	-2.4	32	12	107
CCCCN(C(=O)c1cc(Cl)nc2ccccc12)c1c(N)n(CCCC)c(=O)[nH]c1=O	5	/	-2.3	0	-0.3	0	0.5	-2.9	12	15	105
Cc1cc(OCc2nn[nH]n2)c2c(C)c(CC(=O)O)c(=O)oc2c1	-39	/	-0.3	8	-1.8	0	0.2	-2.0	14	11	99
COc1ccc(CCn2c(-c3ccc(F)cc3)nc3c(c(=O)c4ccccc4n3C)c2=O)cc1OC	78	/	0.2	/	-2.1	/	-0.8	/	0	/	104
Cc1cc(OC(C)C(=O)NCc2ccncc2)c2c(C)cc(=O)oc2c1 (stereo unspecified)	-1	15	-0.8	-1	1.7	-2	0.8	2.2	16	-11	94
CN1CCN(C(=O)C2=C[C@@H](c3ccccc3)C[C@@H](OCc3ccc(CO)cc3)O2)CC1	179	-2	1.2	8	-1.6	-11	0.0	-1.7	1	9	101
O=C1COc2ccc(C(=O)COC(=O)CCSc3ccccc3)cc2N1	14	-28	1.2	-6	0.0	6	2.9	1.4	3	-7	73*
Cc1ccc(NC(=O)C2OCCc3ccccc32)cc1 (stereo unspecified)	-2	-19	6.4	2	0.3	2	2.3	-1.0	15	5	82
S=C(NNc1cccc(Cl)c1)NC1CCCCC1	279	-4	0.8	2	0.4	4	-0.6	12	-4	-55	90
CC(C)(C)c1ccc(OCCC(=O)Nc2cccc(S(=O)(=O)NC3=NCCCCC3)c2)cc1	/	/	-0.1	-15	/	13	/	4.4	-16	-23	99
CC1=CC(=C2N=C(c3ccccc3)OC2=O)C=C(C)O1	2	15	3.3	-16	0.8	-12	3.7	1.4	-1	-7	100
CN(CC(=O)N1CCOCC1)S(=O)(=O)c1cc(Cl)ccc1Cl	-4	27	2.5	-5	0.9	-6	3.4	1.0	-4	-8	101
O=C(O)CCCC(=O)Nc1ccccc1-n1ccnc1	-3	-20	-0.5	-10	0.7	-4	-0.2	-3.0	-28	18	96
COc1ccc(CNC(=O)CSc2nnnn2-c2ccc(O)cc2)cc1	-5	22	3.2	7	2.4	6	-0.1	-0.2	22	1	98

Compounds as they come; any-hit rate near 2.8%.
